# Bioassay records deposited in PubChem BioAssay by National Center for Advancing Translational Sciences (NCATS).
# IL-2 act: qHTS of IL-2 Activators; IL-2 activation reporter assay, cell-based qHTS; stimulated with anti-CD3/CD4/CD28 beads; in transgenic mouse T cells; activation, % (series mostly up to about 46 µM); 360,000 compounds, 0.065% hits; AID 652025, 2013; in the data active = activation above about 50%; inconclusive = mostly about 30% to 49%; also: 0% is about no effect
#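 Screening format: compound pinned onto unstimulated transgenic mouse T cells, 60 min incubation, then anti-CD3/anti-CD4/anti-CD28 bead stimulation for 18 hours at 37 degrees C, followed by EGFP and DsRed detection.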
# Nrf2 block: Nrf2 qHTS screen for inhibitors | A549 ARE-Fluc reporter, luciferase luminescence, 18-24 h | Potency, µM (doses to about 46 µM), without a hit: top-dose activity change, negative = inhibition, usual class: inhibitors | 360,000 compounds, 2.1% hits; also: potency is read from the fitted curve at half-maximal effect; % is scaled to controls: 0 for no effect and ±100 for the full control effect; nearly all actives have a fitted effect of over 60% in size
#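 A549 ARE_Fluc cells, 5000/well, 5% FBS OPTI-MEM; compounds in dose-response, 18-24 h at 37 °C/5% CO2; CellTiter-Fluor viability read (Ex 405/Em 525), then BugLite luciferase luminescence = Nrf2 activity.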
# EPAC2 agonist: qHTS for Agonist of cAMP-regulated guanine nucleotide exchange factor 4 (EPAC2): primary screen; Rap guanine nucleotide exchange factor 4 (Homo sapiens), Q8WZA2; EPAC2 activation, biochemical qHTS; response scale: 100% = 6.5 mM cAMP response; Potency, µM (series often up to 154 µM), without a hit: top-dose activation, usual class: activators; 360,000 compounds, 0.079% hits; also: potency is read from the fitted curve at half-maximal effect; nearly all actives have a fitted effect of over 50% in size
# Target sequence (Q8WZA2 whole entry, looked up): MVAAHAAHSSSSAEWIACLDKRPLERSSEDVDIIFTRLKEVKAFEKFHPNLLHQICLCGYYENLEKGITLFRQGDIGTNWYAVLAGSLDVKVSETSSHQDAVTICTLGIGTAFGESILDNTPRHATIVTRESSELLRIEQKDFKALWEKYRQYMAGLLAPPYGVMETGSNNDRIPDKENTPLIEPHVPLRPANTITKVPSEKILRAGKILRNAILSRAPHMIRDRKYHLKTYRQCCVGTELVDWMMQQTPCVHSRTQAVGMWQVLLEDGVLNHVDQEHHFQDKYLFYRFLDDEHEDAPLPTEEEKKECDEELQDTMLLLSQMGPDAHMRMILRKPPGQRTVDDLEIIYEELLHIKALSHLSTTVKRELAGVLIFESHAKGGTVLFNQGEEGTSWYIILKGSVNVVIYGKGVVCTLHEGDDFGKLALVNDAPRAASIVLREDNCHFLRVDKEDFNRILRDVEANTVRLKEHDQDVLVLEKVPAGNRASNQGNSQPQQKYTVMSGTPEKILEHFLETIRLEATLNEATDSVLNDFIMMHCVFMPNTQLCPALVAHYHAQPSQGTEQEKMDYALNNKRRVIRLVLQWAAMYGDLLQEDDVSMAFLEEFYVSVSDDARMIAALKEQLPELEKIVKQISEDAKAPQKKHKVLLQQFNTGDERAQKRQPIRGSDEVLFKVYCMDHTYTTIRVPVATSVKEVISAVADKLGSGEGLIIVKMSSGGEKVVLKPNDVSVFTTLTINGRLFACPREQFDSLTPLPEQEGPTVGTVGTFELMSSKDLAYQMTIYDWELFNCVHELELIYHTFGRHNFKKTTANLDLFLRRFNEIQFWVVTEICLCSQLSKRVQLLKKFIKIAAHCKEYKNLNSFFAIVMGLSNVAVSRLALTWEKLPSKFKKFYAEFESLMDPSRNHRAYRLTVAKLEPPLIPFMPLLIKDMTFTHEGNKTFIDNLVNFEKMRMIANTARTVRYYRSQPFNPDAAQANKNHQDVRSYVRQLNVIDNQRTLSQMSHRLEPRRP
#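 Nucleotide exchange monitored as fluorescence drop when BODIPY-GDP leaves Rap1B. Reaction: 100 nM EPAC2, 250 nM RAP1B-BODIPY-GDP, 50 uM GDP, room temperature, kinetic read over 30 min. Activity expressed relative to 6.5 mM cAMP.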
# A549 tox: Nrf2 qHTS screen for inhibitors: counterscreen for cytotoxicity | Potency, µM (doses to about 46 µM), without a hit: at the top dose activity change, negative = cytotoxicity, usual class: inhibitors | 390,000 compounds, 0.16% hits | A549 ARE-Fluc cells, CellTiter-Fluor viability, 18-24 h | AID 504648, 2011; also: potency is read from the fitted curve at half-maximal effect; % is scaled to controls: 0 for no effect and ±100 for the full control effect
#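 A549 ARE_Fluc cells in 5% FBS OPTI-MEM were exposed to compounds in concentration-response for 18-24 h at 37 deg C. Viability was read by CellTiter-Fluor fluorescence (Ex 405/Em 525) after 30 min, before the luciferase read.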
# TGFb SMAD3 inh: qHTS for Inhibitors of TGF-b; HepG2 CAGA-GFP TGF-b/SMAD3 reporter, GFP fluorescence, 18 h; TGF-beta stimulated, 500 pg/mL final; Potency, µM (top dose mostly 46.1 µM), for the others: top-dose activity, negative = inhibition, actives largely listed as inhibitors; 410,000 compounds, 1.2% hits; AID 588855, 2011; also: potency is read from the fitted curve at half-maximal effect; % is scaled to controls: 0 for no effect and ±100 for the full control effect; nearly all actives have a fitted effect of over 65% in size
#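 GFP signal (ex488/em500-530) from TGF-beta-stimulated HEPG2 CAGA-GFP cells, 500 pg/mL final, 18 h at 37 degrees C in DMEM plus 1% FBS, normalized to unstimulated and DMSO-stimulated controls.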
# ATXN2 expr inh: Primary qHTS for Inhibitors of ATXN expression | Potency, µM (doses to about 57 µM), for inactives: top-dose activity change, negative = inhibition, most hits filed as inhibitors | 360,000 compounds, 0.72% hits | HEK-293 ATXN2-luciferase reporter, luminescence, 24 h; also: potency is read from the fitted curve at half-maximal effect; % is scaled to controls: 0 for no effect and ±100 for the full control effect; nearly all actives have a fitted effect of over 55% in size
#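 ATXN2-luciferase reporter cells (luciferase flanked by upstream and downstream ATXN2 gene portions) were treated 24 h at 37 °C with compounds at up to 57 uM. SteadyGlo luminescence gave expression; GF-AFC fluorescence gave viability.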
# HepG2 tox: qHTS for Inhibitors of TGF-b: Cytotox Counterscreen. HepG2 CAGA-GFP viability, ATP luminescence, 18 h. AID 588856, 2011. 410,000 compounds, 0.76% hits. Potency, µM (top dose mostly 46.1 µM), inactives show top-dose activity change, negative = cytotoxicity, usual class: cytotoxic; also: potency is read from the fitted curve at half-maximal effect; some results filed as inactive show a strong effect at the top dose
#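 HepG2 CAGA-GFP cells (1000/well, DMEM with 1% FBS) received compound, then TGF-beta at 500 pg/mL final, and were incubated 18 hours at 37 degrees C. Viability was read by CellTiter-Glo luminescence. Media-only wells were set as complete cell-killing and DMSO as no toxicity.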
# S2 tox: Viability Counterscreen for Primary qHTS for Inhibitors of ATXN expression. S2 cells (HEK-293 line with an ATXN2-luciferase reporter) viability, CellTiter-Fluor protease fluorescence, 24 h. Potency, µM (titrated, usually from 56.7 µM), most hits filed as cytotoxic. 400,000 compounds, 0.49% hits. AID 651635, 2014; also: potency is read from the fitted curve at half-maximal effect; nearly all actives have a fitted effect of over 40% in size
# Nrf2 activator: qHTS of Nrf2 Activators; AREc32 ARE-luciferase reporter (MCF7-derived line), luminescence, 24 h; Potency, µM (highest dose often 46.1 µM), for inactives: at the top dose activation, hits mostly activators; 410,000 compounds, 0.31% hits; AID 624171, 2012; also: potency is read from the fitted curve at half-maximal effect; % of control where 0% means no effect; nearly all actives have a fitted effect of over 65% in size
#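 AREc32 cells carrying an ARE-driven firefly luciferase, 1000 cells/well in OPTI-MEM with 5% FBS, dosed after overnight attachment and incubated 24 hr at 37 deg C. Steady-Glo luminescence read after 30 min at RT.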
# * hit, by the source's call; i = inactive; u = inconclusive; x = no result given; & = joins results of further samples; [ ] = remark or other dose. Unless noted, calls follow the shape of the dose curve; as a rule, active = well fitted curve in the direction sought with a large enough effect; inconclusive = small, poorly fitted or top-dose-only effect, or another doubt; inactive = no such curve, though single readings can be large; an effect the other way counts as inactive or inconclusive.
nr	SMILES	IL-2 act	Nrf2 block	EPAC2 agonist	A549 tox	TGFb SMAD3 inh	ATXN2 expr inh	HepG2 tox	S2 tox	Nrf2 activator
1	Cn1c2c(c(=O)n1-c1ccccc1)CSCC2	0.1	2.1%	9.1%	2.7%	-17.1%	x	-5.1%	i	0.1%
2	CCN(C(=O)CSc1nnc(Cn2nnc3ccccc32)o1)c1nc(C)cs1	-0.4	u	-0.3%	0.7%	2.3%	-4.0%	4.6%	i	-0.5%
3	Cc1ccc(NS(=O)(=O)c2ccc(C)c(NC(=O)c3ccc(S(=O)(=O)N4CCCCCC4)cc3)c2)c(C)c1	0.6	x	10.5%	x	0.7%	x	-5.1%	u	0.5%
4	CCC1COCCS(=O)(=O)N1Cc1cccc(C(F)(F)F)c1 (stereo not drawn)	5.0	11.4%	1.2%	1.1%	-18.0%&-3.0%	-5.2%	-1.8%&-1.9%	i	-1.2%
5	Cc1ccccc1N1CCN(C2CCCN(C(=O)c3snnc3C)C2)CC1 (stereo not drawn)	-0.3	-4.0%	1.1%	2.4%	-15.1%	0.1%	0.6%	i	-0.9%
6	C[C@H](NC(=O)c1nc[nH]c1C(=O)NCC(=O)OCc1ccccc1)c1ccccc1	-1.5	19.5%	7.2%	7.0%	-5.7%	-20.6%	0.2%	i	0.2%
7	O=C(c1ccc(NC(=S)NCc2ccco2)cc1)N1CCCCC1	0.0	-7.5%	7.9%	3.8%	2.8%	-15.5%	4.9%	i	1.2%
8	COc1ccccc1NC(=O)CSc1nnc(CC(=O)Nc2ccccc2)n1C	-1.5	12.4%	-8.4%	-0.7%	2.4%	52.7%[activator]	-1.3%	i	-0.9%
9	CSc1ncc(C(=O)Nc2ccccc2)cn1	0.1	-10.2%	-0.7%	8.3%	2.7%	-27.8%	17.1%	i	3.2%
10	O=C1c2nc3cc(-c4ccccc4)[nH]n3c(=O)c2CN1Cc1ccccc1	0.2	17.6%	-1.6%	-3.0%	1.7%	x	2.9%	i	0.2%
11	CCOc1cc(C)c(-c2onc(C(F)(F)F)c2-c2csc(C)n2)c(O)c1	0.4	u	8.7%	25.9µM*	u	u	-91.7%	u	2.2%
12	O=C(CN(C(=O)c1csnn1)c1cccc2ccccc12)NC1CCCC1	-0.1	u	0.6%	-0.5%	18.5%	-9.5%[11.3 µM]	5.4%	i	-0.6%
13	O/C(=C\Sc1nnc(Cc2ccccc2)o1)c1ccc(F)cc1	0.4	14.7%	1.8%	-2.7%	-3.5%	16.4%	-10.1%	i	-0.5%
14	Cc1cccc2cc3c(NC(=O)CC(C)C)nn(C)c3nc12	2.3	-3.4%	8.8%	7.3%	8.3%	-10.0%	0.5%	i	2.2%
15	Cc1ccc(C(=O)NCCC(=O)NCc2ccco2)cc1	-0.8	2.9%	5.4%	-0.1%	7.1%	8.1%	-0.3%	i	-0.2%
16	Cc1ccc(-c2csc(NC(=O)/C=C/c3cccs3)n2)cc1C	1.2	u	4.5%	-4.0%	-22.5%	-10.7%	-1.5%	i	4.9%
17	O=C(C1COc2ccccc2O1)N1CCCC1 (stereo not drawn)	-2.6	18.4%	4.7%	0.6%	1.9%	1.5%	1.6%	i	-0.6%
18	CCOC(=O)C(NC(=O)c1ccccc1OCC)(Nc1ncccn1)C(F)(F)F (stereo not drawn)	-1.3	x	6.7%	7.5%	10.8%	-9.0%	0.3%	i	-0.1%
19	COc1ccc(CCNC(=O)c2ccc(N(C)S(=O)(=O)c3ccccc3)cc2)cc1	-0.3	-4.4%	7.6%	-3.5%	9.2%	-13.4%	4.3%	i	-0.5%
20	Cc1ccccc1OCC(=O)OCC(=O)NCC1CCCCC1	-0.2	3.2%	-5.4%	0.6%	-0.7%	2.8%	3.4%	i	-0.6%
21	CCN(CC(=O)Nc1c(F)cccc1F)C(=O)c1ccccn1	0.3	1.3%	5.4%	5.6%	4.0%	10.7%	1.0%	i	-1.7%
22	CCOP(=O)(OCC)c1nc(Cc2ccccc2)oc1NCc1ccccc1	0.6	3.2%	6.8%	2.2%	1.0%	x	-5.0%	i	-0.7%
23	O=C(Cn1c(N2CCN(c3ccccc3)CC2)nc2ccccc21)c1ccccc1	-0.6	9.4%	-1.9%	-0.2%	-4.0%	0.9%	8.2%	u	-0.3%
24	CCOC(=O)Cn1c(-c2nonc2NC(=O)c2ccccc2F)nc2ccccc21	0.6	u	0.5%	2.3%	-4.9%	53.1%[activator]	-13.3%	i	6.5%
25	NS(=O)(=O)c1ccc(CCNC(=O)C2CCCO2)cc1 (stereo not drawn)	-0.5	-0.9%	1.9%	-3.3%	-1.7%	-6.8%	20.0%	i	0.2%
26	Cc1ccc(NC(=O)CN(C)C(=O)CSc2nnc(C(F)(F)F)n2C)cc1	-0.5	1.2%	7.4%	1.8%	9.3%	-20.2%	-9.9%	i	-0.4%
27	COc1ccc(/C=N/n2c(-c3ccco3)nc3ccccc3c2=O)cc1	-0.8	0.5%	-3.0%	-5.7%	-12.7%	6.4%	-17.1%	i	1.9%
28	CCC(C)/C(C)=N/NC(=O)c1cn(-c2ccccc2)nc1-c1ccccc1 (stereo not drawn)	-2.2	9.3%	3.3%	19.4%	1.6%	-3.2%	-45.9%	u	0.2%
29	COc1ccc(-n2nnnc2CNC(=O)c2ccc3ccccc3c2)cc1	-1.4	u	-2.0%	-8.1%	-0.7%	-2.7%	-17.4%	i	-0.8%
30	CCN(CC)S(=O)(=O)c1ccc(C(=O)NCCOC(=O)c2ccc(F)cc2F)cc1	-3.8	4.0%	-10.1%	1.7%	3.3%	2.4%	6.3%	i	0.1%
31	Nc1c(Br)cc(Br)c2cccnc12	x	-0.4%	x	-0.5%	-0.3%	x	7.9%	x	x
32	O=C(c1ccc([N+](=O)[O-])s1)N1CCN(c2ccccn2)CC1	-2.9	u	8.2%	-12.1%	u	-32.6%	-29.5%	i	0.4%
33	COc1ccc(-n2nc(C(=O)NCC(=O)N(C)Cc3ccccc3)c3ccccc3c2=O)cc1OC	-0.4	-7.6%	9.7%	-8.8%	-0.5%	3.8%	-0.7%	i	-0.3%
34	CCCc1nc2c(o1)CC(CC(C)SCC)CC2=O (stereo not drawn)	-2.9	x	0.1%	9.8%	-3.7%	-0.2%	6.3%	i	0.3%
35	O=C1c2ccccc2C(c2nc3ccccc3[nH]2)N1c1ccccn1 (stereo not drawn)	-0.2	x	7.4%	x	-2.0%	3.7%	0.9%	i	5.7%
36	CCOc1c(C#N)c(C#N)c2nc(C)cc(C)n12	0.2	x	1.4%	-3.5%	0.0%	-7.1%	5.6%	i	0.0%
37	NCCCC[C@@H]1NC(=O)c2cc([N+](=O)[O-])cc(I)c2SC[C@@H](C(N)=O)NC(=O)[C@H](Cc2ccc(O)cc2)NC1=O	-0.1	1.5%	7.5%	1.7%	-17.3%	-0.6%	-4.2%	i	0.4%
38	CC(C)NC(=O)C1CCN(C(=O)N(C)C)CC1	-0.8	-16.4%	10.3%	12.7%	4.8%	4.3%	-0.1%	i	-0.1%
39	CC(C)CC(=O)NC(=S)N1CCN(c2ccc([N+](=O)[O-])cc2Cl)CC1	-0.7	-16.3%	17.1%	-0.5%	u	-30.1%	-2.6%	i	3.1%
40	COc1ccc(NC(=O)CC(=O)Nc2ccc(OC)cc2OC)c(OC)c1	0.0	u	-5.2%	u	-2.5%	2.0%	2.4%	i	0.0%
41	O=C(NCc1cc2ccccc2[nH]1)C1CCC(=O)N(CCCN2CCCC2=O)C1 (stereo not drawn)	-0.2	3.9%	-10.4%	-0.5%	2.8%	22.5%	0.5%	i	3.7%
42	CSCCC(NC(N)=O)C(=O)NCc1ccc(Cl)cc1 (stereo not drawn)	-2.9	4.5%	5.8%	-1.9%	-27.6%	2.0%	-16.1%	i	-0.3%
43	CC(C)C(=O)Nc1ccc2c(c1)nc(CCN1CCN(c3ccccn3)CC1)n2C	-0.1	-8.4%	4.9%	10.8%	1.0%	-23.4%	-0.5%	i	-0.3%
44	Cc1ccccc1CNCCCSc1nnnn1C	x	5.6%	x	0.5%	-2.6%	-1.3%	2.1%	i	-0.2%
45	Cc1cccc(NC(=O)c2cnn(-c3ccc(F)cc3)c2C2CCNCC2)c1C	-0.7	-1.4%	-1.0%	1.8%	13.8%	-9.1%	-40.2%	i	0.2%
46	O=C(CNc1cccc([N+](=O)[O-])c1)NC(=O)NC1CCCCC1	3.5	u	-3.5%	-4.9%	2.2%	-20.8%	6.7%	i	3.3%
47	O=C(CN1C(=O)CC(c2ccccc2)=Nc2ccccc21)NCc1ccccc1	1.1	3.7%	2.9%	-1.4%	28.8%	1.6%	2.8%	i	0.1%
48	CC(=O)c1cccc(NC(=S)N2CCN(S(=O)(=O)c3ccccc3)CC2)c1	-1.6	5.9%	6.7%	6.4%	-4.1%	18.9%	-36.5%	i	3.0%
